# Screening data as filed in PubChem.
# ALOX12 inh – inhibitors of human 12S-lipoxygenase ALOX12; P18054; Potency, µM (doses to about 108 µM), inactives show top-dose activity change, negative = inhibition, actives largely listed as inhibitors; actives 1.1% (n = 580,000); purified 12hLO, xylenol orange hydroperoxide absorbance; AID 1671190; active = well fitted inhibition curve with a large enough effect; inconclusive = small, poorly fitted or top-dose-only effect, or another doubt; inactive = no such curve, though single readings can be large or run the other way
# Target sequence (P18054 whole entry, looked up): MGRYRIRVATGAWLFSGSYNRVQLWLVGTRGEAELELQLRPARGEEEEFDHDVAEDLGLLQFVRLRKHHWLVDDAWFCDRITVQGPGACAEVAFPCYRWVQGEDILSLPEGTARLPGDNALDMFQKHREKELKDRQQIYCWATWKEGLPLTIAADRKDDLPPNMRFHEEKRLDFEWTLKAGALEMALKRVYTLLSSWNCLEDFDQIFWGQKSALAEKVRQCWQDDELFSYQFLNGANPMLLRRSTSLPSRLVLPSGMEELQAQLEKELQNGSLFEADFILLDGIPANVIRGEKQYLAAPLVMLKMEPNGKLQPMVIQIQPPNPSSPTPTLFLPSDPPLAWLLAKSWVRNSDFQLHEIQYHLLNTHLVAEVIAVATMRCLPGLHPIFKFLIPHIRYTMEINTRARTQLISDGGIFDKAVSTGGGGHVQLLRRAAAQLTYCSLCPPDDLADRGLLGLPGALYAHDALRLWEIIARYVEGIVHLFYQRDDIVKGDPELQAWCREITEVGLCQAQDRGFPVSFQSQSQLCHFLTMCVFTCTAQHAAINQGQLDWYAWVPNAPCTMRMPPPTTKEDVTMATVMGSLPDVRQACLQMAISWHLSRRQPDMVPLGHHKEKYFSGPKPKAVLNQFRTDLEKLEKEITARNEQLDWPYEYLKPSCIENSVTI
#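 Purified human 12hLO at 150 nM in 25 mM Hepes, 0.01% Triton X-100, pH 7.0, preincubated 15 min at room temperature with compound. Reaction started with 40 uM arachidonic acid, 30 min at room temperature. Hydroperoxide measured by Fe-xylenol orange, 573/405 nm absorbance ratio.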
# An asterisk follows results filed as active; ? = inconclusive; & = joins results of further samples; [ ] = another dose, or the depositor's remark. % is scaled to controls: 0 for no effect and ±100 for the full control effect; potency is read from the fitted curve at half-maximal effect. An excerpt. The share of hits here may be higher or lower than overall.
ALOX12 inh	SMILES
40%	CNC(=O)N1CCC(C2CCN(C(=O)c3cn[nH]c3)C2)CC1 (stereo not drawn)
?	O=C(C1CC12CCCC2)N1CCc2onc(-c3cccc(F)c3)c2C1 (stereo not drawn)
21%	CCCN(CC1CCOC1)S(=O)(=O)Cc1ccccc1Cl (stereo not drawn)
-3%	Brc1ccc2[nH]c3c(c2c1)CCCC3=NCc1ccccc1
12%	Cc1ccccc1NC(=O)Cn1nc2c(cc1=O)CCCCC2
?	N#Cc1nc(Cc2ccccc2)oc1NCc1ccc(F)cc1
?	CCCC(CCC)C(=O)Nc1ccccc1
-2%	COCc1nc(-c2ccc(OC3CN(C(=O)NC(C)C)C3)cc2)no1
-7%	Cc1oc2cc(OCC(=O)NC(C)c3ccco3)ccc2c(=O)c1Oc1ccccc1 (stereo not drawn)
57%[activator]	Cc1ccc(C(=O)N2CCC(n3c(C)cnc3-c3ccccc3)CC2)cn1
12%	CCN(CC)CCNC(=O)CCc1ncc(-c2ccc(F)cc2)o1
15%[57.4 µM]	COc1ccc(C(=O)N2CCC3(CCN(Cc4ccc(C#N)cc4)CC3)CC2)cc1
21%[176 µM]	O=C(c1ccccn1)N1C[C@@H]2OCC(=O)N(CC3CC3)[C@@H]2C1
?	COc1ccccc1-c1nc(C(=O)NC2CC2)n2ccncc12
?	C=CCNC(=O)NC(=O)COC(=O)c1cc(-c2cccs2)nc2ccccc12
6%	COc1ccc2cnn(CC(=O)Nc3cccc(F)c3)c(=O)c2c1OC
73%[activator]	O=C(N[C@@H]1CN(Cc2ccoc2)C[C@H]1CO)c1cccnc1
9%	CO[C@H]1C[C@@H](O)C12CCN(C(=O)CCc1ccc(-c3cccs3)o1)CC2
43%[activator]	COc1ccc(NC(=O)C2Cn3cccc3C(=O)N2C)cc1 (stereo not drawn)
-1%	CCOc1ccccc1NC(=O)Nc1cccc(-c2ccc(N3CCOCC3)nn2)c1
12%[176 µM]	COc1ccc(Nc2cc(C(=O)NCc3cccnc3)c3c(c2)ncn3C)cc1
44%	CCCCC(=O)Nc1ccc(C)cc1NC(=O)c1ccc(CN(C)C)o1
5%	COCCn1cc(C(=O)NCCc2cccc(Cl)c2Cl)ccc1=O
-1%	CSc1ccccc1NC(=O)c1cc(F)cc(F)c1
24%	O=C(NCC(O)c1cccc(Cl)c1)Nc1nnc(C2CC2)s1 (stereo not drawn)
-42%	COc1cncc(CN2C[C@H]3[C@H](C2)[S+](=O)([O-])C(C)(C)C(=O)N3CC2CCOCC2)c1
12%	CC(C)c1ccc(/C=C(/CC(=O)O)c2nc3ccccc3o2)cc1
-12%	N#Cc1nc(-c2ccco2)oc1N1CCN(C(=O)c2ccc(F)cc2F)CC1
-7%	CC(C)(C)OC(=O)Nc1ccc(C(=O)NCC(c2ccco2)N2CCCC2)cc1 (stereo not drawn)
?	CC1(C)CC(C)(c2ccc(O)cc2)c2ccccc2O1 (stereo not drawn)
1%[6.33 µM]	COc1ccc(-n2nc3n(c2=O)CCN(Cc2cccc4ccccc24)C3)cc1
-15%	C=CCn1c(C)cc(C(=O)COC(=O)c2cc(C)nc3ccccc23)c1C
?	O=C(CSCn1nnc2c(=O)[nH]c(Cc3ccc(F)cc3)nc21)Nc1ccc(F)c(Cl)c1
14%[176 µM]	O=C(N[C@H]1C[C@H]2C(=O)Nc3ccc(-c4ccsc4)cc3C(=O)N2C1)c1ccccc1
-13%	O=C(Cc1ccc(C(F)(F)F)cc1)NCCc1ccccn1
22%	CN(Cc1ccc(-c2ccccc2)cc1)C(=O)c1ccccc1Cl
30%	CCOC(=O)C1=C(C)N=C2SC=C(CC(=O)NCC3CC3)N2C1c1cc(OC)ccc1OC (stereo not drawn)
20%	NC(=O)C(Sc1ccccc1)c1ccccc1 (stereo not drawn)
9%	COCCn1nnnc1C1CC2(CCOCC2)C(=O)N1Cc1ccc(SC)cc1 (stereo not drawn)
?	O=C(COC(=O)c1cc(=O)c2ccccc2o1)Nc1ccc(F)cc1
9%[176 µM]	CN(Cc1ccsc1)C1CCCc2ccccc21 (stereo not drawn)
?	Cc1ccc(C(=O)O/N=C(\c2ccccc2)c2ccccn2)cc1
10%	CCOc1cc(-c2ccc(C)cc2)nc2ccc(C(=O)NCCCN(CC)CC)cc12
-9%	Cc1ccc(C(=O)Nc2ccc(O)c(-c3nc4cc(C)ccc4o3)c2)cc1
-1%	CC(C)(C)OC(=O)NC1CCN(C(=O)CCCc2cccs2)CC1
1%	Cc1c(Cc2ccccc2)c(=O)oc2c(C)c(OS(C)(=O)=O)ccc12
68%[activator]	CC(C)CCN1CCC(C2CCN(Cc3ccccn3)C2)CC1 (stereo not drawn)
2%	COc1ccc(O)c(CN2CCCN(c3nc(C)c4cc(C)c(C)cc4n3)CC2)c1
4%[6.33 µM]	O=C1NC(=NC2CCCCC2)C2(CCN([S+](=O)([O-])c3ccccc3)CC2)N1c1cc(F)cc(F)c1
31%[activator]	Cc1ccc(F)c(Nc2ncncc2-c2nc(-c3ccccc3)no2)c1
-20%	O=C(Nc1ccc(N2CCC(NCC(c3ccncc3)N3CCOCC3)CC2)cc1)C1CCCC1 (stereo not drawn)
?	CC(=O)OCC(=O)[C@@]12N=C(C)O[C@H]1C[C@H]1[C@@H]3CCC4=CC(=O)C=C[C@]4(C)[C@@H]3[C@@H](O)C[C@@]12C
17%	CC1CCC2(CC1)NC(=O)N(CC(=O)Nc1cccc(C(F)(F)F)c1)C2=O (stereo not drawn)
16%[176 µM]	CCNC(=O)O[C@@H]1CO[C@H]2[C@@H]1OC[C@@H]2n1cc(C(=O)OC)nn1
8.9µM*	O=C1[C@@H]2C[C@@H](CN2Cc2ccc3ccccc3n2)Oc2ccccc2N1Cc1ccccc1
13%[6.33 µM]	O=C(NCC(F)(F)F)c1cc(C2CC2)nc2onc(C3CCCNC3)c12 (stereo not drawn)
-10%	Cc1cccc(-c2nc(CCN(C)S(=O)(=O)c3ccc(C)c4nsnc34)no2)c1
44%[activator]	Cc1cnc(C(=O)N2CCCCCCNC(=O)[C@@H]3CCCC[C@@H]32)cn1
?	CCC1CN(Cc2cn[nH]c2-c2ccc(F)cc2)Cc2cc(OC)ccc2O1 (stereo not drawn)
5%	Cc1ccc(CNC(=O)[C@@]23CCCC[C@H]2N(C)C(=O)CC3)cc1

# Taken from the results shown, 6 compounds:
ALOX12 inh	SMILES
8.9µM*	O=C1[C@@H]2C[C@@H](CN2Cc2ccc3ccccc3n2)Oc2ccccc2N1Cc1ccccc1
13%[6.33 µM]	O=C(NCC(F)(F)F)c1cc(C2CC2)nc2onc(C3CCCNC3)c12 (stereo not drawn)
-10%	Cc1cccc(-c2nc(CCN(C)S(=O)(=O)c3ccc(C)c4nsnc34)no2)c1
44%[activator]	Cc1cnc(C(=O)N2CCCCCCNC(=O)[C@@H]3CCCC[C@@H]32)cn1
?	CCC1CN(Cc2cn[nH]c2-c2ccc(F)cc2)Cc2cc(OC)ccc2O1 (stereo not drawn)
5%	Cc1ccc(CNC(=O)[C@@]23CCCC[C@H]2N(C)C(=O)CC3)cc1

# Filtered by structure, the compounds so far containing a furan ring, fused or not (6)
ALOX12 inh	SMILES
-7%	Cc1oc2cc(OCC(=O)NC(C)c3ccco3)ccc2c(=O)c1Oc1ccccc1 (stereo not drawn)
73%[activator]	O=C(N[C@@H]1CN(Cc2ccoc2)C[C@H]1CO)c1cccnc1
9%	CO[C@H]1C[C@@H](O)C12CCN(C(=O)CCc1ccc(-c3cccs3)o1)CC2
44%	CCCCC(=O)Nc1ccc(C)cc1NC(=O)c1ccc(CN(C)C)o1
-12%	N#Cc1nc(-c2ccco2)oc1N1CCN(C(=O)c2ccc(F)cc2F)CC1
-7%	CC(C)(C)OC(=O)Nc1ccc(C(=O)NCC(c2ccco2)N2CCCC2)cc1 (stereo not drawn)

# Next section.
ALOX12 inh	SMILES
31%[activator]	COc1ccccc1NC(=O)CN1C(=O)NC2(CCCCC2)C1=O
73%[activator]	COc1ccc(C(=O)NC2CCN(c3cc(-c4cccs4)[nH]n3)C2)cn1 (stereo not drawn)
32%[activator]	CCOCCn1nc(C)cc1C(=O)N1CC(C)(C)[C@@](C)(O)C1
-2%	CNC(=O)CCn1ncc2cc(OC3CCc4cccc(-c5ccnc(OC)c5)c43)ccc21 (stereo not drawn)
16%	CCOC(=O)Cn1c(CN2CCN(c3ccccc3F)CC2)nc2c1c(=O)n(C)c(=O)n2C
1%	O=C1CN(c2ccccc2)C(=O)N1Cc1ncc(-c2ccccc2)o1
84%[activator]	CCS(=O)(=O)N1CCOc2ccc(CN3CCc4ccccc4C3)cc2C1
?	O=C(O)C/C(=C/c1cc(Br)cs1)c1nc2ccccc2o1
-28%	COc1ccc(C(NC(=O)C2CCCC2)c2nccc3cc(OC)c(OC)cc23)cc1OC (stereo not drawn)
-1%	Cc1ccccc1CC(=O)N1CCN(C(=O)c2nnn3c2COC(c2ccc(Cl)cc2)C3)CC1 (stereo not drawn)
89%[activator]	O=C1CCN(Cc2ccncc2)CCCC(C(=O)Nc2cccnc2)CCN1 (stereo not drawn)
2%	COc1ccc(N2CCN(C(=O)Cn3nc(C)c4sc(C(C)C)nc4c3=O)CC2)cc1
47%[activator]	COc1ccc(C(=O)N2CCC(n3cc(-c4nc(C)no4)nn3)CC2)c(C)c1
18µM*	COCCN1C(=O)C(O)=C(C(=O)c2ccc(C)o2)C1c1ccc(O)c(OC)c1 (stereo not drawn)
33%[activator]	Cc1cc(C)n(CCCN(C)Cc2cc3n(n2)CCNC3)n1
?	N#Cc1ccc(Nc2nc(CN3CCOCC3)nc3sc4c(c23)CCCC4)cc1
-9%	Cc1cc(O)c2c(C)c(CC(=O)NCc3ccco3)c(=O)oc2c1
-3%	CCOC(=O)c1cnc(N2CCN(c3ccccc3)CC2)c2ccccc12
34%[176 µM]	Clc1cc(N2CCCCC2)n2nccc2n1
33%[activator]	COc1cc(Cl)ccc1C(=O)N1CCC(Cc2nc(C(C)C)no2)CC1
-19%	COC(=O)c1cc(-c2ccc(OC)c(OC)c2)nc2ccc(C)cc12
-13%[176 µM]	Cn1cc(-c2cnc3[nH]cc(CC(=O)Nc4ccc(C(F)(F)F)cc4)c3c2)cn1
-24%[57.4 µM]	CS(=O)(=O)N1CCC2(CCCN(C(=O)Nc3cccc(C#N)c3)C2)CC1
43%[activator]	Clc1ccc(C2Cn3nnc(-c4nc(-c5ccsc5)no4)c3CO2)cc1 (stereo not drawn)
14%	COCc1nncn1C1CCN(S(=O)(=O)c2ccc(F)cc2F)CC1
9%[6.33 µM]	COc1ncccc1CN1CCCC12Cc1ccccc1CNC2=O (stereo not drawn)
18%	CC(C)C(=O)Nc1ccc(C2(C(=O)O)CCC2)cc1
17%	COc1ccc(F)cc1S(=O)(=O)N1[C@@H]2CC[C@H]1CC(NC(=O)c1ccc(F)cc1)C2 (stereo partly drawn)
-2%	COc1cc2c(cc1OC)C(C[C@H]1CN(C(=O)c3ccc(F)cc3)CC[C@H]1CC(=O)O)=NCC2
3%	COc1ccccc1OC1(C(=O)O)CCN(Cc2nccn2C)CC1
-5%	COC(=O)C[C@H]1C=C[C@@H](NC(=O)C2CC2)[C@@H](CO)O1
20%	COc1ccc(C(CNC(=O)c2ccc(Br)o2)N2CCCCCC2)cc1 (stereo not drawn)
-5%	CC1Cc2nc(SCC(=O)N3CCCCC3)n(-c3ccccc3)c(=O)c2S1 (stereo not drawn)
69%[activator]	CN1CC2(CCN(S(C)(=O)=O)CC2)CC1C(=O)N1CCOCC1 (stereo not drawn)
1%	C#CCN1CC(COc2ccccc2)Oc2cccc(Oc3ccc(OC)cc3)c2S1(=O)=O (stereo not drawn)
43%[activator]	O=C(C1CCCC1)N1CCN(c2nnc3c(Cl)cccn23)CC1
87%[activator]	Cc1noc(C)c1C(=O)N1CCCCCCn2c(nnc2-c2ccc(F)cc2)CC1
10%[176 µM]	COCC(=O)N1CCC2(CC1)OC(=O)N(Cc1ccc(O)cc1)C2(C)c1ccccc1 (stereo not drawn)
12%	O=C(C1=C(c2ccccc2)SCCO1)N(Cc1cccs1)C1CCS(=O)(=O)C1 (stereo not drawn)
15%	COc1ccc(-c2noc(-c3cccn3CC(=O)Nc3cc(C)c(Cl)cc3OC)n2)cc1F
?	CCc1cccc(C)c1NC(=O)Cn1ccn2nc(-c3ccccc3)c(CO)c2c1=O
26%	COCC1CN(C2CCC2)CC12CCN(C(=O)C1CCC1)CC2 (stereo not drawn)
70%[activator]	Cc1cc(C(F)(F)F)nn1CCc1nnc(Nc2ccn(Cc3ccccc3Cl)n2)s1
-5%	O=C(c1cccnc1)N1CCC2(CC1)C(=O)NN=C2c1ccncc1
-7%&0%	COc1cc2c(cc1OC)C(c1ccc(N)cc1)=NNC(=O)C2
14%	Cc1ccc(C)c(NC(=O)/C(C#N)=C/c2ccccc2OC(F)F)c1
31%	Cc1nonc1CC(=O)N1CCc2ccc(S(=O)(=O)NCCC(C)O)cc2C1 (stereo not drawn)
?	COC(=O)c1sc(N2C(=O)C(=O)/C(=C(/O)c3cccc(OC)c3)C2c2ccccc2F)nc1C (stereo not drawn)
-30%	COc1ccc2oc(=O)c(C(=O)Nc3ccccc3Cl)cc2c1
7%	Cc1cccc(C(=O)Nc2c(C)ccc3nsnc23)c1
40%[activator]	CN(Cc1ccccc1)C(=O)[C@H]1C[C@@H](O)[C@H](O)[C@@H]2N=C(Nc3ccc(-n4cccn4)cc3)S[C@@H]21
2%	CCc1ccc(-n2nc(CO)c(C(=O)NCc3ccc4c(c3)OCO4)n2)cc1
-2%	Cc1nc2ccc(C(=O)N3c4ccccc4N=C(c4ccc(C(F)(F)F)cc4)C3C(=O)NC(C)(C)C)cc2[nH]1 (stereo not drawn)
35%[activator]	O=C(NCc1cc2n(n1)CCCNC2)C1Cc2ccccc2S(=O)(=O)N1 (stereo not drawn)
